Cav32 inh = Cav3.2 calcium influx blockers – cell-based, Fluo-4 calcium fluorescence, FDSS, MLSMR library, primary screen; Voltage-dependent T-type calcium channel subunit alpha-1H (Homo sapiens), O95180; Cav3.2-expressing cells; active compounds read low; B-score at 10 µM; 100,000 tested, 4% active; AID 449739, 2010;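 active means single-dose well whose peak fluorescence ratio is a statistical outlier from its plate by either plate-standardised score or position-corrected B-score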
Target sequence (O95180 whole entry, looked up): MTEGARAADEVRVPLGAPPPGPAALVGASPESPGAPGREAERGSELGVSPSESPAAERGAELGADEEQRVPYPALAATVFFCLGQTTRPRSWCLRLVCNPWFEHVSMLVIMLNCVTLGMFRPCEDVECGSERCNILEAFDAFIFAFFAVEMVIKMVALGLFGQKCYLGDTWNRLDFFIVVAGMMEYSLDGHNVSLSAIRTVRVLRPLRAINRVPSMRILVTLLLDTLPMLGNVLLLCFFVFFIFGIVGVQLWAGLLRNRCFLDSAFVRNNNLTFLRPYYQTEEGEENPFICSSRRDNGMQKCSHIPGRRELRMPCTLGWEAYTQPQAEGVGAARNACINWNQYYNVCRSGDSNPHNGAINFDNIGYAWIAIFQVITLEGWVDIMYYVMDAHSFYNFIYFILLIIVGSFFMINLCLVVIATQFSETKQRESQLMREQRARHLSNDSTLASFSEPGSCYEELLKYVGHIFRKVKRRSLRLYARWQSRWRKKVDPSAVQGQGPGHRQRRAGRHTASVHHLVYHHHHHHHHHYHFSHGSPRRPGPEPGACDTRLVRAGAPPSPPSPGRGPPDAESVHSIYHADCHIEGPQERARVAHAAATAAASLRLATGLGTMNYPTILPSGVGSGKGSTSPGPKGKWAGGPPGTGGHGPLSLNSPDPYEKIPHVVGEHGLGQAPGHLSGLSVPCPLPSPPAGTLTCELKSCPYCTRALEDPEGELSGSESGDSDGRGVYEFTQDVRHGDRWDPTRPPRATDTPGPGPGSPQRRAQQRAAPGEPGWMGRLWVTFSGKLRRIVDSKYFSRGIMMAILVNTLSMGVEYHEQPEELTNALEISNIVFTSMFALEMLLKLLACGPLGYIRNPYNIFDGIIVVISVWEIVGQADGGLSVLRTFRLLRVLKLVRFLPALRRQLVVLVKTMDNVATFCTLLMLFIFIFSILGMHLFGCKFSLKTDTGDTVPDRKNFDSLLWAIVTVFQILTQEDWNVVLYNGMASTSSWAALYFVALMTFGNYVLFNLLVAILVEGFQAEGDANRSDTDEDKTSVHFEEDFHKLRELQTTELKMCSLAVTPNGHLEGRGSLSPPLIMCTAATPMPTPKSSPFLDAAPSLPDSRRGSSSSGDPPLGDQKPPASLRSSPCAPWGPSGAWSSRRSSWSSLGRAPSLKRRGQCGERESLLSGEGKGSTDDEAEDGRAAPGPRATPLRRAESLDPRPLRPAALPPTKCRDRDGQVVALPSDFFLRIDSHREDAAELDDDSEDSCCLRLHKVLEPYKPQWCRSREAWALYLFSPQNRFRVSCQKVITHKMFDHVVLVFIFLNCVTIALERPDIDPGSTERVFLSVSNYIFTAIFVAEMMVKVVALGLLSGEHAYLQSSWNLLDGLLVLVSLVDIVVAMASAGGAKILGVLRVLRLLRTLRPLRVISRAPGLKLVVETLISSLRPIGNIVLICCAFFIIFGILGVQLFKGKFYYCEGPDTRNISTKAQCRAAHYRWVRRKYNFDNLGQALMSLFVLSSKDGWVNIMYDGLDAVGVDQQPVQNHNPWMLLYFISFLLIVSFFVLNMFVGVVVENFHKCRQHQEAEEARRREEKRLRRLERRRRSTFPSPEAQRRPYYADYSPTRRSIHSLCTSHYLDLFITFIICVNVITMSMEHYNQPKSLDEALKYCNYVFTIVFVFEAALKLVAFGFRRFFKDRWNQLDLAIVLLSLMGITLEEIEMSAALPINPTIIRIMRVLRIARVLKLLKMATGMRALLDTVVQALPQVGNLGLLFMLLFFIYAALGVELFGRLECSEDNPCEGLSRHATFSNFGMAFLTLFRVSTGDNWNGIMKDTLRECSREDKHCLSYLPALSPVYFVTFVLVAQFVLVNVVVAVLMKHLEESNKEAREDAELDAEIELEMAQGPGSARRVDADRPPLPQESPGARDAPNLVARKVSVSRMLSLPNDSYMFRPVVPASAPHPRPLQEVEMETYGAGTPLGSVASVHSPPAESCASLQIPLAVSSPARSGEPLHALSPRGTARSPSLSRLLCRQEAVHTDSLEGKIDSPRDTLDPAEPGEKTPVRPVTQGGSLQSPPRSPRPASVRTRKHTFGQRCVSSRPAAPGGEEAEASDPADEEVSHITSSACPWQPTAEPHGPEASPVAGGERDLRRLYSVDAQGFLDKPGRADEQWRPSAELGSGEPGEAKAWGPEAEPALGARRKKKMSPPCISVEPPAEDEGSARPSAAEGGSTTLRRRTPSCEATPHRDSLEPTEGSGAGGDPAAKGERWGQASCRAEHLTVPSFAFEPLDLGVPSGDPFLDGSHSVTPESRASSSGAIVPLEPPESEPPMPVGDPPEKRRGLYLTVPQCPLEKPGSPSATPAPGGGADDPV
Starred values were filed as active, the others as inactive. The list is partial. The share of hits here may be higher or lower than overall.

mol	Cav32 inh
S=C1NC[C@H](Cc2cccc3ccccc23)N1CC1CCCCC1	0.54
O=C1C(C2=NC(C(=O)O)C3C(=O)N(c4ccc(Cl)cc4)C(=O)C23)=C(O)c2ccccc21 (stereo unspecified)	-0.096
Cc1ccc(S(=O)(=O)N/N=C2/CC(c3ccccc3)Oc3ccccc32)cc1[N+](=O)[O-] (stereo unspecified)	-0.59
Cc1cccc(CC(=O)Nc2cc(=O)n(C)c(=O)n2C)c1	0.093
COCCn1nnnc1CN(Cc1cc2cc(OC)c(OC)cc2[nH]c1=O)C1CCCC1	0.076
CC(C)(C)NC(=O)C12CCC(C)(c3nc4ccccc4nc31)C2(C)C (stereo unspecified)	-1.5
CCNc1oc(COc2cccc(C)c2)nc1C#N	-0.21
COc1ccc(C(C#N)N2N=C(C)CC2(C)C)cc1 (stereo unspecified)	0.5
COc1ccc(C2CC(C(F)(F)F)n3nc(C(=O)NCCN4CCOCC4)cc3N2)cc1 (stereo unspecified)	0.076
CCc1noc(C)c1C(=O)N1CCOCC1	0.24
c1coc(CNc2nc(-c3ccncc3)cs2)c1	0.35
CCOC(=O)N1CCC(N(CCOC)C(=O)Nc2ccc(Cl)c(Cl)c2)CC1	-2.5
CCn1c(NC(=O)c2cccs2)c(-c2cccs2)c(=O)c2ccccc21	0.029
Cc1cc2nnc(SC(C)C#N)n2c2ccccc12 (stereo unspecified)	0.4
Cc1ccc(S(=O)(=O)NCC(=O)N(CC(=O)NC(C)(C)C)Cc2cccs2)cc1	0.41

The list goes on:
mol	Cav32 inh
COc1ccc2nc(N3CCCC3)[nH]c2c1	1.2
CC1CN(Cc2nc3c(c(=O)[nH]c(=O)n3C)n2CCCc2ccccc2)CC(C)O1 (stereo unspecified)	1.7
O=C(NC1CCCCC1)N1CCN(C(=O)c2ccco2)CC1	-0.0068
COc1ccc(N2CCN(c3nc(=S)n(-c4ccccc4)c(C)c3C(C)=O)CC2)cc1	0.85
CCOC(=O)c1cccc(NC(=O)CSc2nnc(COc3ccccc3)n2CC)c1	-6.1*
Cc1cc2c(cc1C)NC(=O)CC(C(F)(F)C(F)(F)C(F)(F)F)=N2	-0.63
C=C1CCN([C@@H](CC(C)C)C(=O)NN2CCOCC2)S(=O)(=O)c2ccccc21	1.7
CCCOc1ccc(OCCSc2nnc(N)s2)cc1	-0.47
CCOc1ccc(-c2cc(C(=O)NCCCN3CCN(CC)CC3)c3ccccc3n2)cc1	1
CC(O)[C@H]1CNC(=O)C(=O)N1CC(C)(C)C (stereo partly specified)	1.2
O=C(Oc1csc(=S)n1C(=O)c1ccccc1)c1ccccc1	-0.041
CCN(CC)C(=O)C1CCCN(C(=O)Nc2ccccc2)C1 (stereo unspecified)	0.39
COc1ccc(NC(=O)C2CCN(S(=O)(=O)c3ccc(OC)c(OC)c3)CC2)c(OC)c1	0.51
CC(=O)c1ccc(NC2=C(N3CCOCC3)C(=O)c3ccccc3C2=O)cc1	-0.29
COc1ccc(C)cc1NC(=O)c1ccc(N(C)S(C)(=O)=O)cc1	-0.096

An excerpt from above in order of molar mass, low to high:
mol	Cav32 inh
CC(O)[C@H]1CNC(=O)C(=O)N1CC(C)(C)C (stereo partly specified)	1.2
CCN(CC)C(=O)C1CCCN(C(=O)Nc2ccccc2)C1 (stereo unspecified)	0.39
CC1CN(Cc2nc3c(c(=O)[nH]c(=O)n3C)n2CCCc2ccccc2)CC(C)O1 (stereo unspecified)	1.7

Continued.
mol	Cav32 inh
CCc1ccccc1N1C(=O)C2CC(C)=C(C)CC2C1=O (stereo unspecified)	0.25
Cc1cc(C)nc(SCC(=O)Nc2cc(C)on2)n1	-0.26
COc1ccccc1CSc1nc2ccccc2[nH]1	-0.94
Cc1cc(C)n(-c2ccc(-n3ccnc3)nn2)n1	0.021
CCc1ccc(OCC(=O)OC2CCS(=O)(=O)C2)cc1 (stereo unspecified)	-0.0044
O=C(CCSc1nc(-c2ccc3c(c2)OCO3)cc(C(F)(F)F)n1)NCc1ccccc1	-1.1
C/C(=N/NS(=O)(=O)c1ccc(Br)cc1)c1ccc(NC(=O)c2ccc(C)o2)cc1	-1.8
FC(F)(F)COc1nc(N2CCCCC2)nc(N2CCNCC2)n1	0.22
CCn1c(SCC(=O)N2CCCc3ccccc32)nc2c(c1=O)SC(C)C2 (stereo unspecified)	-0.4
CC(=O)Nc1nc2n(n1)C(c1ccc(F)cc1)C=C(c1ccccc1)N2 (stereo unspecified)	-0.52
Cn1nnnc1SCC(=O)NCc1cccc(C(=O)O)c1	-0.73
Cc1ccc(NC(=O)c2nc[nH]c2C(=O)NCC(=O)OC(C)(C)C)cc1	-0.31
COc1ccccc1NC(=O)C1CCCCC1	0.075
COc1ccccc1NC(=O)c1ccc(-n2cccn2)nc1	-0.38
COc1cccc(/C=C2\N=C3CCCCCN3C2=O)c1	-0.098

Continued.
mol	Cav32 inh
CCCn1c(SCC(=O)NC(=O)NCc2ccco2)n[nH]c1=O	-0.061
CCCCCCc1nnc(N)s1	0.036
CCCCOC(=O)Nc1ccc(N2CCCCC2)cc1	-2.2
O=C(O)CSc1nnc(-c2ccc3c(c2)OCO3)o1	0.72
COc1ccc(C(=S)N2CCN(C)CC2)cc1Br	0.72
CC1(C)Cc2nc(N)c(C(=O)NCCO)cc2CO1	0.58
Cn1c(N2CCCC2)nc2c1c(=O)n(Cc1ccc(F)cc1)c(=O)n2C	-0.024
COc1ccc(Cn2c(C)ccc2C)cc1	0.74
Cc1ccc(OCC(=O)Nc2ccc(F)cc2)cc1C	-1.5
Cn1c2ccccc2c2c(C(=O)NCC3CCCO3)cn(C3CCCC3)c(=O)c21 (stereo unspecified)	1.1
O=C(CN1CCN(Cc2ccc(F)cc2Cl)C1=O)NCCc1ccc(Cl)cc1	-4.2
COc1ccccc1-c1cc(C(=O)Nc2ccccc2SC)no1	0.37
CC1CCCN(C(=O)C23CCC(C)(C(=O)C2)C3(C)C)C1 (stereo unspecified)	-2.7
N#CCCN/N=C(/Cc1nc2ccccc2[nH]1)c1ccc(Cl)cc1	-3.2
C/C=C/C=C\C(=O)Nc1cccc(C2=NOC3(C2)C[C@@H](C(N)=O)N(C(=O)c2cc([N+](=O)[O-])cc([N+](=O)[O-])c2C)C3)c1 (stereo partly specified)	0.63

New compounds follow:
mol	Cav32 inh
CCN1CCN(CCCNC(=O)c2cc3c(=O)[nH]c4ccccc4c3s2)CC1	-0.63
COc1cc(CCNc2ccc3nnc(-c4ccccc4)n3n2)cc(OC)c1OC	1.1
CC(c1ccc(Cl)cc1)n1c(-c2ccc3ccccc3n2)n[nH]c1=S (stereo unspecified)	-0.019
Cc1nnc(SCC(=O)Nc2nsc(-c3ccc(Cl)cc3)n2)s1	0.37
CC[N+]1(C)CCC(=C2c3ccccc3CC(=O)c3sccc32)CC1 (stereo unspecified)	0.17
CC(CCc1ccco1)NC(=O)CSc1cc(=O)n(C)c2ccccc12 (stereo unspecified)	0.31
COc1ccc(NC(=O)Cn2nnc(-c3ccccc3NC(=O)C3CC3)n2)cc1	-0.17
CCc1nc2oc3ccccc3c(=O)c2c(=O)n1-c1ccccc1	0.032
O=C(CSc1nc2ccccc2s1)N1c2ccccc2Sc2ccc(C(F)(F)F)cc21	-2.2
CCOC(=O)CSC1=C(C#N)C(c2ccccc2F)C(C(C)=O)=C(C)N1 (stereo unspecified)	-1.2
COc1ccc(N2C(=O)CC(c3ccc(OC(C)C)cc3)C2=O)cc1 (stereo unspecified)	-1.5
CCc1ccc(OCCNC(=O)c2ccccc2SCc2ccccc2)cc1	-6.8*
CCOC(=O)c1c(NC(=O)CSc2nnc(C)c(=O)[nH]2)sc2c1CCCC2	-2.9
O=C(NC1CCCCC1)N1CCSC1=Nc1ccccc1	-4*
Cc1cc(C)cc(OCC(=O)OCCN2C(=O)c3ccccc3C2=O)c1	0.41

(list continues)
mol	Cav32 inh
Cc1cccc(C)c1NC1=NC2(CCCCC2)N=C(N)N1	0.1
CCN(CC)CCn1c2ccccc2c2cnc(N)c(C#N)c21	1.4
COC(=O)Cc1cc(=O)n(-c2ccccc2)[nH]1	0.7
Cc1cc(C(=O)NCc2ccco2)cs1	-0.83
Cc1ccc2nc(SCC(=O)Nc3c(C)n(C)n(-c4ccccc4)c3=O)[nH]c2c1	0.53
CCN(CC)CCSc1nc(O)c(-c2ccccc2)c(=O)[nH]1	-2.9
COCCCn1cnc2c(c1=O)c1nc3ccccc3nc1n2-c1ccc(C)cc1	1.1
C=CCn1c(SCc2nc3ccccc3[nH]2)nnc1-c1cccc(OC)c1	-1.6
Cc1ccc(CNS(=O)(=O)c2ccc(C(C)(C)C)cc2)n1C	-0.92
CC(C)(C)OC(=O)NNC(=S)NCc1ccc(Cl)cc1	-0.49
Cn1c(=O)[nH]c(=O)c2c1nc(Br)n2Cc1ccccc1Cl	0.86
C=CCN(C(=O)CCC(=O)O)C1CC(=O)N(c2ccc(OCCC)cc2)C1=O (stereo unspecified)	-0.72
Cc1c(O)ccc2c3c(c(=O)oc12)CCC(C)C3 (stereo unspecified)	-0.94
CCOc1ccc(C)cc1S(=O)(=O)n1ccnc1	-0.2
Cc1cc(C)c2nc(-c3ccccn3)cc(C(=O)Nc3ccc(S(=O)(=O)Nc4cc(C)on4)cc3)c2c1	-2

Other records:
mol	Cav32 inh
O=C(NCCSc1c(-c2ccccc2)[nH]c2ccccc12)c1cc2ccccc2oc1=O	-1.1
O=C(Nc1c(Cl)cc(Cl)cc1-c1nc2ccccc2s1)c1ccc(Br)o1	-2.8
Cc1ccc(N2CCN(C(=O)c3ccccc3NC(=O)C3CC=CCC3C(=O)O)CC2)cc1 (stereo unspecified)	-0.065
COc1ccc(-c2cc(-c3ccc(OC)c(OC)c3)n[nH]2)c(O)c1	-0.044
O=C(NCCC1=CCCCC1)C1CCN(S(=O)(=O)N2CCOCC2)CC1	0.055
C=C1CCN([C@@H](Cc2ccccc2)C(=O)Nc2ccc(OC)cc2)S(=O)(=O)c2ccccc21	-1.8
CCC(C)OC(=O)C1=C(C)NC2=C(C(=O)C(C(=O)OC)C(C)C2)C1c1ccc(N(C)C)cc1 (stereo unspecified)	-2.3
COC(=O)c1c(-c2ccccc2)csc1NC(=O)CSc1ncnc2sc(C)c(C)c12	-2.6
COc1cccc(-c2cc(C(=O)Nc3c(C)nn(Cc4ccccc4C)c3C)no2)c1	-3.9*
COc1ccc(NC(=O)CSc2ccc3c(c2)OCCO3)cc1OC	0.17
Cc1ccc(-n2c(C)cc(/C=N/NC(=O)c3ccncc3)c2C)c(C)c1	-1.1
Cn1c(=O)n(Cc2ccccc2)c(=O)c2c1nc1n2CCCN1CCc1ccccc1	-2.7
COc1ccc(-c2cc([C@H]3[C@H]4C=CC[C@@H](C)[C@@H]4C(=O)N3Cc3ccccc3)ccc2F)cc1OC	-1.6
C=CCn1c(SC/C=C/c2ccccc2)nnc1-c1sc(N)nc1C	-0.034
CCOc1cc(/C=C2/N=C(c3ccc(C(C)(C)C)cc3)OC2=O)cc(Cl)c1OS(C)(=O)=O	-1

Further compounds.
mol	Cav32 inh
Cc1ccc(S(=O)(=O)/N=C(\N)Nc2nc(C)c3cc(C)ccc3n2)cc1	-0.55
O=C(O)c1ccc2c(c1)C(=O)N(NC(=O)c1ccccc1)C2=O	0.52
Cc1cc(N2CCCCC2)nc2ccc(NC(=O)CCC(=O)NCCC(C)C)cc12	1.3
c1coc(C2Nc3ccccc3-c3nc4ccccc4n32)c1 (stereo unspecified)	-3.2
CCCC(=O)N1CCN(c2ccc(NC(=O)C(C)(C)C)cc2)CC1	0.82
CCOc1ccc(OCC)c(NC(=O)CC2Oc3ccc(C)cc3NC2=O)c1 (stereo unspecified)	-1.3
OC(CNC1CCCC1)COc1c(F)cc(Br)cc1F (stereo unspecified)	-0.06
O=C(NCCCCc1ccccc1)C1CC(c2ccccc2[N+](=O)[O-])=NO1 (stereo unspecified)	0.024
Cc1ccc(N(C(C)C(=O)Nc2cc(Cl)ccc2Oc2ccccc2)S(C)(=O)=O)cc1 (stereo unspecified)	-2.7
COc1ccc(Cl)cc1NC(=O)N1CCN(C2CCCCC2)CC1	0.21
COc1ccccc1NC(=O)CN1CCC(C(=O)c2ccc(F)cc2)CC1	-1.7
Cc1cc(C(=O)COC(=O)CN(C)S(=O)(=O)c2ccc(Cl)cc2)c(C)n1Cc1cccs1	-0.092
COc1ccc(OCCCN2CCCCCC2)cc1	0.54
O=C(c1ccc(N2CCCC2=O)cc1)N1CCOCC1	-2.5
CCN1CCN(Cc2ccc(NC(=O)c3ccc(C)c(NC(=O)c4ccno4)c3)cc2C(F)(F)F)CC1	0.62

Continued.
mol	Cav32 inh
CN(CC(=O)NCc1ccccn1)S(=O)(=O)c1ccccc1	1.3
C(=C\c1nnc(-c2cccs2)o1)/c1ccccc1	-0.76
O=c1ccn(Cc2ccccc2Cl)cc1	-0.99
COc1ccccc1CNC(=O)C(=O)NCC1OCCN1S(=O)(=O)c1ccc2c(c1)OCCO2 (stereo unspecified)	0.47

Taken from above.
O=c1ccn(Cc2ccccc2Cl)cc1 in Cav32 inh is listed with -0.99
C(=C\c1nnc(-c2cccs2)o1)/c1ccccc1 in Cav32 inh is listed with -0.76

Molecules above that contain a COOH group (six):
mol	Cav32 inh
O=C1C(C2=NC(C(=O)O)C3C(=O)N(c4ccc(Cl)cc4)C(=O)C23)=C(O)c2ccccc21 (stereo unspecified)	-0.096
Cn1nnnc1SCC(=O)NCc1cccc(C(=O)O)c1	-0.73
O=C(O)CSc1nnc(-c2ccc3c(c2)OCO3)o1	0.72
C=CCN(C(=O)CCC(=O)O)C1CC(=O)N(c2ccc(OCCC)cc2)C1=O (stereo unspecified)	-0.72
Cc1ccc(N2CCN(C(=O)c3ccccc3NC(=O)C3CC=CCC3C(=O)O)CC2)cc1 (stereo unspecified)	-0.065
O=C(O)c1ccc2c(c1)C(=O)N(NC(=O)c1ccccc1)C2=O	0.52

Bioassay records: PubChem BioAssay, Vanderbilt High Throughput Screening Facility
